Source: PubChem BioAssay (several laboratories)
ASAP1 inh: blocks human ASAP1-stimulated Arf1 GTP hydrolysis. Q9ULH1. GDP FP detection. inhibition, % at 16.5 µM. actives 0.19% (n = 360,000). AID 624377; in the data active = inhibition above about 25%;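 note: 0% = vehicle with enzyme and substrate and 100% = no enzyme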
NR1D1 modulator: Rev-erb alpha (human) modulation; actives 0.79% (n = 370,000); P20393; activity, % at 10 µM; Rev-erbα–FITC-DNA binding, fluorescence polarization, 90 min;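 active = activity above about 14%, limit read from the data; passing the limit was not always enough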;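 note: 0% = DMSO wells with 35 nM protein and 100% = DMSO wells with 750 nM protein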
Target sequence (P20393 whole entry, looked up): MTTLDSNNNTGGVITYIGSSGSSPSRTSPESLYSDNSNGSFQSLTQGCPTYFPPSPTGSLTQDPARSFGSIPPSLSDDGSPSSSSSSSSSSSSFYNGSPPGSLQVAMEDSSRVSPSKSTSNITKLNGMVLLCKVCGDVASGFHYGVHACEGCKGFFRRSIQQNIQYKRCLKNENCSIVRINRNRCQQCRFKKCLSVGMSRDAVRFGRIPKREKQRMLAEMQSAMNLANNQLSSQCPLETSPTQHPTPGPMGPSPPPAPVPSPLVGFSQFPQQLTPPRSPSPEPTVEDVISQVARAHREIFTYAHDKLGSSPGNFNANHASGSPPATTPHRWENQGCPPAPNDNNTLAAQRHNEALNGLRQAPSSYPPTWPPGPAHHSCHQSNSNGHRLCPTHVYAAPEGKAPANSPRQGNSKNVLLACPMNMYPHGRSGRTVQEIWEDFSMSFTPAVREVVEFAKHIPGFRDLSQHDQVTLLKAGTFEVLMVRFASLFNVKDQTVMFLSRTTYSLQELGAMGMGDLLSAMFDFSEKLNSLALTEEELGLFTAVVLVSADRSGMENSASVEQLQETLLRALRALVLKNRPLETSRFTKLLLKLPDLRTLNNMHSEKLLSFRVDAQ
proKLK7 act: activators of human kallikrein-7 zymogen. P49862. purified proKLK7, EDANS-DABCYL substrate fluorescence; 100% is mature enzyme control, 0% vehicle. activation, % at 7 µM. actives 0.9% (n = 370,000);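 active = activation above the mean of all tested compounds plus 3 SD, computed per campaign excluding outliers beyond control limits, cut at about 13% in these data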
sPLA2-III inh: Inhibits HGIII-sPLA2 liposome hydrolysis, primary screen. actives 0.56% (n = 370,000). AID 743126. inhibition, % at 12.2 µM. QFRET BODIPY PC-A2 liposome hydrolysis, fluorescence;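 active = inhibition above mean plus 3 SD of compounds lying within the high and low control bounds, cut at about 19% in these data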;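 note: 0% = median of test compound wells and 100% = no enzyme DMSO wells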
PLC-beta3 inh: blocks human PLC-beta3 enzyme activity | actives 0.18% (n = 370,000) | inhibition, % at 12.2 µM | Q01970 | Purified PLC-beta3, fluorogenic substrate, fluorescence; in the data active = inhibition above about 11%;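 note: 0% = median of compound wells on plate and 100% = full blocker control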
UHRF1 binding: human UHRF1 methylated DNA binding inhibitors; UHRF1 binding to methylated oligo, TR-FRET; actives 0.75% (n = 370,000); inhibition, % at 4.4 µM; AID 687016; in the data active = inhibition above about 21%;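 note: UHRF1 SRA domain binding a hemimethylated CpG hairpin DNA probe; 0% = median of test compound wells and 100% = reference inhibitor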
ARFGAP1 inhibitor: inhibits rat ARF GTPase activating protein 1. actives 0.26% (n = 360,000). AID 651572. Q62848. Arfgap1-stimulated ARF1 GTP hydrolysis, GDP FP detection. inhibition, % at 16.5 µM;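 active = inhibition above a per-plate limit, mean inhibition of low control wells plus 3 SD, cut at about 25% in these data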;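 note: 0% = DMSO wells with enzyme and 100% = wells lacking Arfgap1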
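System: truncated rat Arfgap1 GAP domain / Benchmarks: high control wells lacking Arfgap1, low control full reaction with DMSO / Times: compound-enzyme preincubation 20 min, reaction 120 min, detection 60 min, 25 °C / Repeats: one replicate per compound / Also added: human ARF1(Δ1-17)-GTP substrate / Measured by: Tracer-displacement fluorescence polarization with EDTA stop, 620/688 nm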
DDE Tn7 FP inh: DD(E)-Tn7 binding inhibition, primary FP screen; AID 720508; actives 0.13% (n = 370,000); P02675; inhibition, % at 8.3 µM; FP displacement of FITC-Tn7 peptide from fibrin DD(E); 0% = median of compound wells per plate;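 active = inhibition above the mean of compounds falling within the control limits plus 3 SD of them, cut at about 14% in these data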;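 note: 0% = plate median of compound wells and 100% = 10 µM Aha-Tn7 peptide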
Target sequence (P02675 whole entry, looked up): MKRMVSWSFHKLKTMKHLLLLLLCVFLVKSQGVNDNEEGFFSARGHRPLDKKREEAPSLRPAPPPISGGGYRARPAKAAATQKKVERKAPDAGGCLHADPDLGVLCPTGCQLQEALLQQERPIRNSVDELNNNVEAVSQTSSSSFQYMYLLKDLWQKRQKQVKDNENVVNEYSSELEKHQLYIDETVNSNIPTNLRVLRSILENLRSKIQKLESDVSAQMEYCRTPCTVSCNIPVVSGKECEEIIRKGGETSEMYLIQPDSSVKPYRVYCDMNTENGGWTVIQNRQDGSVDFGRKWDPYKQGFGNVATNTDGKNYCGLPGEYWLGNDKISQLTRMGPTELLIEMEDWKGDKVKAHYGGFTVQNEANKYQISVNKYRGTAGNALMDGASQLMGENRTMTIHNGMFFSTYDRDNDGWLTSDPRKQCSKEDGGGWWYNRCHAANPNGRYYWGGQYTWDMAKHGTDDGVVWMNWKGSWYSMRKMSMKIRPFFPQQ
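system = human fibrin DD(E) protein | quantity = DD(E) 2 µM final | medium = Tris/NaCl/CaCl2 buffer, pH 7.8 | also added = labelled Tn7 tracer, 0.1 µM | compound dosing = single point at 8.3 µM | timing = compound with protein 10 min, then 3 h after probe, room temperature | signal = FP measurement | benchmarks = Aha-Tn7 high control | repeats = one replicate per compound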
Tn6 DDE FP: disrupts Tn6 cyclic peptide binding to fibrin D-Dimer-E complex; Fibrin DD(E) TRITC-Tn6 fluorescence polarization displacement; inhibition, % at 8.3 µM; actives 0.21% (n = 370,000);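 active = inhibition above a per-campaign cutoff: mean of compounds within control limits plus 3 SD, cut at about 15% in these data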;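 note: 0% = median of all compound wells on the plate and 100% = blocking peptide control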
PLCg1 inh: inhibitors of human phospholipase C gamma1. P19174. purified PLC-gamma1, fluorogenic substrate, fluorescence. inhibition, % at 12.2 µM. actives 0.84% (n = 370,000); in the data active = inhibition above about 9.5%
* hit, by the source's call; i = inactive. An unsorted share of the library; overall some 4.5% were active at least once.

| mol | ASAP1 inh | NR1D1 modulator | proKLK7 act | sPLA2-III inh | PLC-beta3 inh | UHRF1 binding | ARFGAP1 inhibitor | DDE Tn7 FP inh | Tn6 DDE FP | PLCg1 inh |
| --- | --- | --- | --- | --- | --- | --- | --- | --- | --- | --- |
| O=C(NCCc1nc2ccccc2[nH]1)c1cc([N+](=O)[O-])cc([N+](=O)[O-])c1 | -9 | -3 | 0.2 | -6 | 5 | -4 | 5 | 6 | -2 | -3 |
| Cc1cc(CN2CCCCC2C(=O)Nc2ccc(Oc3cccnc3)cc2)oc1C (centres undefined) | -4 | -3 | -0.1 | -7 | -10 | 1 | -8 | 1 | 1 | 1 |
| Cc1ccc(SCCC(=O)NCC2CCCO2)cc1 (centres undefined) | 7 | 0 | -0.3 | -1 | -4 | 12 | 0 | -6 | -2 | -3 |
| COc1cccc(C(=O)NCCCN2CCN(CCCNC(=O)c3cccc(OC)c3)CC2)c1 | -7 | 8 | 0.2 | 12 | 1 | 0 | 0 | 5 | 6 | 0 |
| C=CCn1c(O)c(C(CC)=NCc2cccnc2)c(=O)[nH]c1=O | -15 | -4 | 0.4 | -4 | 0 | -3 | 5 | 4 | 0 | 2 |
| COC(=O)c1cc(NC(=O)C2C3C=CC(C3)C2C(=O)O)cc(C(=O)OC)c1 (centres undefined) | 3 | -7 | 2.1 | 0 | -66 | 0 | 6 | -1 | 2 | -49 |
| CCOC(=O)[C@@H]1[C@H]2COc3ccccc3[C@@H]2N2C(=O)N(c3ccc(Br)cc3)C(=O)[C@]12C | 6 | 2 | 0.3 | -2 | 0 | -1 | 4 | 2 | -1 | 2 |
| CCn1c(SCc2nc(-c3ccccc3)no2)nnc1-c1cccs1 | 1 | 5 | -0.9 | 0 | 4 | 7 | 3 | -1 | 5 | 0 |
| COC(=O)[C@]12CCCCC=C1N(Cc1ccccc1)C(=O)[C@H](CC(=O)NCc1ccc(C)o1)C2 | -1 | -3 | 0.0 | -17 | 0 | 0 | 9 | -2 | -2 | 1 |
| COc1ccc(Cl)cc1Nc1nc(C)nc2c1oc1ccccc12 | 9 | 15* | 0.9 | 7 | -44 | -1 | 3 | 1 | 3 | -28 |
| CC(=O)N1CCN(CC(=O)Nc2cccc(S(=O)(=O)N3CCCCCC3)c2)CC1 | -1 | -4 | 0.0 | 0 | 2 | 0 | -3 | 6 | -4 | -2 |
| CC1CCCN(S(=O)(=O)c2ccc(CN3C(=O)c4cccnc4C3=O)cc2)C1 (centres undefined) | -4 | 3 | -0.2 | 8 | -6 | 9 | 3 | -6 | -5 | 0 |
| Cc1c(C(=O)N(C)Cc2ccc(F)cc2)sc(=O)n1Cc1ccc(Cl)c(Cl)c1 | 5 | 6 | 0.2 | -9 | -4 | -2 | 3 | 0 | 0 | 2 |
| O=C(/C=C/c1ccc(NC(=O)c2ccccc2-c2ccccc2C(=O)O)cc1)c1ccccc1 | -7 | -5 | 8.6 | -40 | -124 | 2 | -2 | -9 | 0 | -103 |
| COCc1cc(C)nc(Sc2nc3c(c(=O)n(C)c(=O)n3C)n2C)c1C#N | 14 | 0 | -1.1 | 5 | -16 | 0 | 3 | -5 | 0 | -10 |
| Oc1c(C(c2ccccc2)N2CCCCC2)sc2ncnn12 (centres undefined) | 0 | -3 | 0.3 | -13 | 2 | 1 | 5 | -12 | -3 | 2 |
| Cc1ccc(CS(=O)(=O)Cc2ccc(C(=O)NCc3cccnc3)o2)cc1 | 3 | 4 | 0.2 | -2 | 3 | 8 | -17 | 3 | 1 | 1 |
| CCc1ccc(CN/C=C/C(=O)c2ccc(Br)cc2)cc1 | 10 | 3 | -23 | -12 | -29 | 0 | 1 | -5 | -3 | -20 |
| CC(OC(=O)/C(C#N)=C/c1ccc(N(C)C)cc1)C(=O)N(C)Cc1ccccc1 (centres undefined) | -2 | 17 | -0.2 | -3 | -35 | -6 | 8 | -15 | -3 | -23 |
| Cc1ccccc1CN1CCN(C(C)C(=O)NNC(=O)c2ccc(F)cc2)CC1 (centres undefined) | 6 | 0 | -0.3 | 7 | -7 | -1 | -12 | -2 | -1 | 3 |
| COc1cccc(OC)c1C(=O)OCC(=O)NC1CCCCCC1 | 0 | 4 | 0.6 | 1 | -3 | 1 | 5 | 0 | -4 | 0 |
| O=C(NCC(=O)N1CCN(S(=O)(=O)c2cccc(F)c2)CC1)c1ccc(Br)o1 | 5 | 1 | -0.1 | 1 | -1 | 1 | 14 | -2 | 16* | -2 |
| CC(=O)Nc1ccc(S(=O)(=O)N2CCn3cccc3C2C)cc1 (centres undefined) | 13 | 1 | -0.5 | -8 | -16 | -1 | -5 | 0 | -2 | -9 |
| Cc1cc(C)c2oc(C(=O)Nc3ccc(S(=O)(=O)N4CCCC(C)C4)cc3)cc(=O)c2c1 (centres undefined) | -4 | 0 | -0.1 | 0 | 2 | -1 | 6 | -6 | 0 | 1 |
| Cc1ccc2oc(=O)c3cc(C(=O)NCCCN4CCN(C)CC4)sc3c2c1 | -3 | 6 | -0.3 | -2 | -23 | -6 | -8 | 7 | 7 | -8 |
| O=C(c1ccc(C(F)(F)F)cc1)N1CCC(=O)N(C(COCc2ccc(Cl)cc2)Cc2ccccc2)CC1 (centres undefined) | -12 | 2 | 0.9 | -20 | 4 | 0 | -1 | 6 | 3 | 0 |
| COc1cc(C(=O)NC2CCCC(C)C2C)ccc1OCC(=O)N1CCOCC1 (centres undefined) | -10 | 0 | -0.3 | -2 | -3 | 5 | 11 | -6 | 3 | 1 |
| COc1ccc(N(CC(=O)NCc2ccc(Cl)cc2)S(=O)(=O)c2c(C)noc2C)cc1 | -15 | 0 | 0.9 | 5 | -3 | -1 | 5 | 3 | 3 | -5 |
| CN1CCc2c(sc(/N=C/c3cc(Cl)ccc3O)c2C#N)C1 | -15 | 0 | 0.1 | -1 | -42 | -5 | -13 | 7 | 7 | -23 |
| Cc1ccc(CNC(=O)C2CCCCN2S(=O)(=O)c2ccccc2)cc1 (centres undefined) | -2 | 1 | -0.3 | -7 | -1 | 1 | -3 | 2 | -9 | 4 |
| O=[N+]([O-])c1cccnc1N1CCC(c2cc(-c3cccc(C(F)(F)F)c3)n[nH]2)CC1 | 20 | -1 | 0.5 | -18 | 2 | 1 | 10 | -5 | -3 | 1 |
| CN(C)S(=O)(=O)c1cccc(COC(=O)C2=COCCO2)c1 | 4 | -3 | -0.5 | 4 | 2 | 2 | -1 | 3 | -7 | 0 |
| COCCN(C(=O)COC(=O)c1ccccc1NCc1ccco1)c1c(N)n(Cc2ccccc2)c(=O)[nH]c1=O | 15 | -8 | -35 | -14 | i | 7 | -4 | 3 | 2 | -383 |
| CSc1nc(Cl)cc(Nc2ccc(O)cc2)n1 | -3 | -1 | 0.5 | -8 | 1 | -1 | 5 | -11 | 9 | -1 |
| Cc1c(Br)cccc1NC(=O)C1(C)CCN1CCc1ccccc1 (centres undefined) | -7 | 7 | -0.1 | -11 | 0 | -1 | 18 | -7 | -6 | 4 |
| CCCCS(=O)(=O)C(=C1Nc2ccccc2N1)S(=O)(=O)CCCC | -12 | 1 | -0.5 | -3 | 5 | 0 | -14 | -2 | 2 | 7 |
| CCn1ccnc1CN(C)Cc1c(C(=O)N2C[C@@H](C)O[C@@H](C)C2)nc2ccc(Cl)cn12 | -8 | -1 | 0.1 | 2 | -6 | -1 | 17 | 4 | 3 | 1 |
| O=C(Cn1cnc2c(cnn2-c2ccc(F)cc2)c1=O)NCc1ccco1 | 14 | -2 | -0.5 | -4 | -1 | 0 | 9 | -5 | -4 | 1 |
| O=S(=O)(Nc1cccc(-n2cnnn2)c1)c1cc(Cl)ccc1Cl | -8 | -4 | -0.1 | -17 | -10 | 0 | 1 | -3 | -4 | -2 |
| CN(C1CCCCC1)S(=O)(=O)c1ccc2c(c1)c(=O)c(C(=O)O)cn2C | -3 | -3 | 0.6 | -4 | 4 | 1 | -2 | 10 | 4 | 0 |

Whole records, quoted from the list. Order of screens: ASAP1 inh | NR1D1 modulator | proKLK7 act | sPLA2-III inh | PLC-beta3 inh | UHRF1 binding | ARFGAP1 inhibitor | DDE Tn7 FP inh | Tn6 DDE FP | PLCg1 inh
Results for `CN(C)S(=O)(=O)c1cccc(COC(=O)C2=COCCO2)c1` = 4 | -3 | -0.5 | 4 | 2 | 2 | -1 | 3 | -7 | 0
Results for `CCn1ccnc1CN(C)Cc1c(C(=O)N2C[C@@H](C)O[C@@H](C)C2)nc2ccc(Cl)cn12` = -8 | -1 | 0.1 | 2 | -6 | -1 | 17 | 4 | 3 | 1
Results for `O=S(=O)(Nc1cccc(-n2cnnn2)c1)c1cc(Cl)ccc1Cl` = -8 | -4 | -0.1 | -17 | -10 | 0 | 1 | -3 | -4 | -2
Results for `CSc1nc(Cl)cc(Nc2ccc(O)cc2)n1` = -3 | -1 | 0.5 | -8 | 1 | -1 | 5 | -11 | 9 | -1
Results for `Cc1c(Br)cccc1NC(=O)C1(C)CCN1CCc1ccccc1` (centres undefined) = -7 | 7 | -0.1 | -11 | 0 | -1 | 18 | -7 | -6 | 4

Single values from the list:
ARFGAP1 inhibitor with O=[N+]([O-])c1cccnc1N1CCC(c2cc(-c3cccc(C(F)(F)F)c3)n[nH]2)CC1 is entered as 10
ASAP1 inh with CCCCS(=O)(=O)C(=C1Nc2ccccc2N1)S(=O)(=O)CCCC is entered as -12

Later entries
| mol | ASAP1 inh | NR1D1 modulator | proKLK7 act | sPLA2-III inh | PLC-beta3 inh | UHRF1 binding | ARFGAP1 inhibitor | DDE Tn7 FP inh | Tn6 DDE FP | PLCg1 inh |
| --- | --- | --- | --- | --- | --- | --- | --- | --- | --- | --- |
| COc1ccccc1N(CC(=O)NC(C)C)S(=O)(=O)c1cccs1 | 2 | -4 | -0.5 | -2 | 0 | -3 | -5 | -3 | -1 | 2 |
| CCOc1cccc(C(=O)Nc2cnn(Cc3ccccc3)c2)c1 | -1 | -2 | 0.0 | -2 | -3 | -1 | -1 | 1 | -2 | 1 |
| COc1ccc(Cc2nnc(SCC(=O)NC3CCCCC3)n2C)cc1 | 5 | 0 | 0.5 | -1 | 3 | -2 | 0 | 3 | -2 | 0 |
| Fc1cc(F)cc(NC(=S)NN2CCOCC2)c1 | -4 | 1 | -0.1 | 11 | 8 | 2 | -2 | 3 | 5 | 11* |
| CCOc1cc2[nH]c(=O)n(CCC(=O)NCCc3ccccc3)c(=O)c2cc1OCC | -13 | -2 | -0.3 | 4 | 5 | 3 | -3 | 3 | -1 | 4 |
| O=C(NC(=S)N1CCN(c2ccc([N+](=O)[O-])cc2)CC1)c1ccco1 | 0 | 11 | 0.1 | 5 | 2 | -1 | 13 | -2 | -1 | 3 |
| CCN(CC(=O)Nc1ccc(NC(C)=O)cc1)C(=O)/C=C/c1cn(-c2ccccc2)nc1-c1cccs1 | 12 | 3 | -23 | -20 | -363 | 0 | 18 | 0 | -6 | -221 |
| C=CCSc1nnc2nc3[nH]c4c(C)cccc4c3nn12 | 2 | 2 | -0.7 | 0 | -5 | -3 | 8 | 0 | -10 | 0 |
